Source: PubChem (National Center for Advancing Translational Sciences (NCATS))
Epigenetic mod = epigenetic GFP locus derepression in mouse cells; Potency, µM (highest dose often 46.1 µM), without a hit: top-dose GFP derepression (activation); 68,000 tested, 0.09% active; mouse C127i GFP locus derepression, cytometry, 30 h; further: % of control where 0% means no effect
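Locus derepression in mouse mammary C127i cells whose integrated CMV-GFP reporter is normally silent; GFP expression after 30 h compound treatment was quantified by counting fluorescent cells.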
Casp1 inh = blocks human caspase-1 allosterically or competitively. AID 900. Potency, µM (top dose mostly 57.5 µM), for the others: top-dose activity change, negative = inhibition, actives largely listed as inhibitors. 75,000 tested, 0.03% active. Caspase-1 enzyme, Ac-WEHD-AFC fluorogenic rate. P29466;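 further: potency means the concentration at half of the fitted maximal effect; plate controls were vehicle for no effect and no substrate for full effect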
Target sequence (P29466 120-297 limits assumed): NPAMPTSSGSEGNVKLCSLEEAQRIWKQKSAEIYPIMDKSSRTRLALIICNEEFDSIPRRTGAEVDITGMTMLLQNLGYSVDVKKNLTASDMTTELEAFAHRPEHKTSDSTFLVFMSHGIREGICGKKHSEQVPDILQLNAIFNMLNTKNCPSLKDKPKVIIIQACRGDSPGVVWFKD
Target sequence (P29466 317-404 limits assumed): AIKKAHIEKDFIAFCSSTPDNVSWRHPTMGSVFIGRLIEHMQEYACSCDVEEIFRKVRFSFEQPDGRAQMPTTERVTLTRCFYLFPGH
BRCT inh green = blocks human BRCA1 BRCT binding to phosphopeptide, green readout; P38398; BRCA1 BRCT-phosphopeptide binding, green fluorescence polarization; Potency, µM (titrated, usually from 76.9 µM), without a hit: at the highest dose activity change, negative = inhibition, most hits filed as inhibitors; 75,000 tested, 0.05% active; AID 875;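 further: potency means the concentration at half of the fitted maximal effect; plate controls were peptide without protein for full effect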
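Fluorescence polarization: His-tagged BRCT (~35 kDa BRCA1 C-terminus, 250 nM) bound to 100 nM fluorescein-labeled phosphorylated 10-aa BACH1 peptide, pH 7.3 phosphate buffer with DTT and Tween 20. Compounds incubated 12 min at room temperature; inhibition read as lowered polarization.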
HEK293 cAMP ctrl = counter-screen for TSHR agonists: cAMP increase in parental HEK293; parental HEK293 CNG cAMP sensor, membrane potential fluorescence; Potency, µM (highest dose often 57.1 µM), without a hit: at the top dose activation, usual class: activators; 73,000 tested, 2.5% active; AID 938; further: potency means the concentration at half of the fitted maximal effect; % of control where 0% means no effect; nearly all actives have a fitted effect of over 55% in size
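Counterscreen for endogenous-receptor signalling: CNG-channel HEK 293 cells report cAMP rise by membrane depolarization. After 60 min dye equilibration with 100 uM RO 20-1724, compounds incubated 30 min before bottom-read fluorescence at 590 nm.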
Fluorescein autfl = compound fluoresces in the fluorescein spectral region; Compound autofluorescence, 480/540 nm, fluorescein-equivalent; stronger effect = higher value; max fluorescein-equivalent concentration, M; 59,000 tested, 0.91% active; in the data active means max fluorescein-equivalent concentration above about 10 nM; inconclusive means between about 1.1 nM and that limit
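Compounds were pin-transferred into 100 mM Tris buffer, pH 8.0, and incubated 15 min at room temperature. Fluorescence was read at 480 nm excitation/540 nm emission. Signals were normalized to an on-plate six-point fluorescein standard curve as dye-equivalent concentration.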
Ub-GFP proteasome = ubiquitin-GFP accumulation via proteasome inhibition. Ubiquitin-GFP reporter cells, proteasome inhibition, GFP fluorescence; response scale: untreated = 0%, 10 µM MG-132 = 100%. Potency, µM (titrated, usually from 45.9 µM), for the others: at the highest dose activation (GFP accumulation), hits mostly activators. 67,000 tested, under 10 active; active means well fitted activation curve with a large enough effect, not every such curve was filed as active; inconclusive means small, poorly fitted or top-dose-only effect, or another doubt; inactive means no such curve, though single readings can be large or run the other way; further: potency means the concentration at half of the fitted maximal effect
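U2OS Ub(G76V)-GFP reporter; O/N plating, 0.5% FBS; cpd 46 uM–2.9 nM, 4 h, 37 °C; GFP+ cell count, 488/515 nm; norm. to basal vs 10 uM MG-132; CRC fit.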
USP2a inhib = blocks human ubiquitin-specific protease USP2a | O75604 | USP2a enzymatic assay, qHTS inhibition | Potency, µM (series often up to 38.3 µM), inactives show at the top dose activity change, negative = inhibition, usual class: inhibitors | 60,000 tested, 0.1% active | AID 927;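 further: potency means the concentration at half of the fitted maximal effect; nearly all actives have a fitted effect of over 60% in size; plate controls were DMSO for no effect and NEM full inhibition control for full effect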
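USP2 core (20 nM final) was preincubated with compound for 30 min at RT in 20 mM Tris-HCl pH 8.0, 2 mM CaCl2, 2 mM beta-mercaptoethanol; Ub-PLA2 (20 nM) plus NBD C6-HPC (20 uM) then added, fluorescence read after 2.5 h.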
4MU fluor = 4-MU region autofluorescence; compound autofluorescence, 340/450 nm, 4-MU equivalents; stronger effect = higher value; max dye-equivalent concentration, M; 59,000 tested, 11% active; AID 589; in the data active means max dye-equivalent concentration above about 10 nM; inconclusive means mostly about 1.1 nM to 9.6 nM
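Compounds in 100 mM Tris, pH 8.0, incubated 15 min at room temperature, then fluorescence read at 340 nm excitation/450 nm emission. Signal converted to 4-MU dye-equivalent concentration using an on-plate six-point 4-MU standard curve.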
A350 fluor = compound fluoresces in the Alexa 350 spectral region | Compound autofluorescence, 340/450 nm, Alexa 350 dye-equivalents; stronger effect = higher value | max dye-equivalent concentration, M | 59,000 tested, 11% active | AID 590; in the data active means max dye-equivalent concentration above about 10 nM; inconclusive means mostly about 1.1 nM to 9.6 nM
Casp7 inh = allosteric or competitive inhibitors of human caspase-7; P55210; AID 889; recombinant caspase-7, Ac-DEVD-AFC fluorescence rate; 75,000 tested, 0.02% active; Potency, µM (doses to about 57.5 µM), without a hit: at the highest dose activity change, negative = inhibition, hits mostly inhibitors; active means well fitted inhibition curve with a large enough effect in the main read-out, with a control signal flat, not every such curve was filed as active; inconclusive means small, poorly fitted or top-dose-only effect, or a change in a side signal; further: potency means the concentration at half of the fitted maximal effect; % of control where 0% means no effect
Target sequence (P55210 24-198 limits assumed): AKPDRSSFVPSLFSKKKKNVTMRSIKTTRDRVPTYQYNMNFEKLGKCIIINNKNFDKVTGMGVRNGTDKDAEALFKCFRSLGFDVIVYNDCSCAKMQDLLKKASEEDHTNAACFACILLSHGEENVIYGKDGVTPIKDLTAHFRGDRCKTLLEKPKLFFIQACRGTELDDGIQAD
Target sequence (P55210 207-303 limits assumed): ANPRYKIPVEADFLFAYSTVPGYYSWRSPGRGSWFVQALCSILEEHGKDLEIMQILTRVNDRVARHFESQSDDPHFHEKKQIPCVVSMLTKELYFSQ
BRCT PPI red = BRCT-phosphoprotein interaction inhibition (red fluorophore); P38398; BRCT-phosphopeptide binding, red fluorescence polarization; Potency, µM (series often up to 76.9 µM), for the others: at the highest dose activity change, negative = inhibition, most hits filed as inhibitors; 75,000 tested, 0.03% active; AID 892; further: on the % scale 0 is the no-effect control and ±100 the full control effect
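Fluorescence polarization: 100 nM His-tagged BRCA1 BRCT with 100 nM TAMRA-labelled phospho-BACH1 decapeptide, phosphate buffer pH 7.3 with 150 mM NaCl, DTT, 0.01% Tween 20; 12 min RT. Binding inhibition seen as FP decrease.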
The depositor's hits bear a star; i = inactive; ? = inconclusive; · = no result given; & = joins results of further samples; [ ] = dose if it differs, or a comment. Unless noted, the call rests on the fitted dose curve; in most records, active means well fitted curve in the direction sought with a large enough effect; inconclusive means small, poorly fitted or top-dose-only effect, or another doubt; inactive means no such curve, though single readings can be large; an effect the other way counts as inactive or inconclusive. The list is partial; count on the stated rates, not on these rows.

nr	SMILES	Epigenetic mod	Casp1 inh	BRCT inh green	HEK293 cAMP ctrl	Fluorescein autfl	Ub-GFP proteasome
1	Cc1ccc([N+](=O)[O-])cc1C	·	2%	-0.2%	-3%	·	·
2	CO[C@H]1C=C2CCN(C)[C@@H]2[C@@H]2c3cc4c(cc3C(=O)O[C@H]21)OCO4	0%[20.6 µM]	-1%[25.7 µM]	-1.6%[34.4 µM]	2%[25.6 µM]	?	5%[20.5 µM]
3	O=C1C=CC(=O)C=C1	0%	2%	-2.0%	-12%&21%	?	2%
4	O=Nc1ccc(Nc2ccccc2)cc1	·	-3%	-0.8%	-21%	·	·
5	ClC(Cl)=C(Cl)Cl	·	1%&1%	-2.4%&-1.0%	-13%&7%	·	·
6	NCC[Se][Se]CCN	0%[9.22 µM]	-1%[11.5 µM]	2.2%[15.4 µM]	1%[11.4 µM]	i	-9%[9.17 µM]
7	O=S(=O)(Nc1nccs1)c1ccc([As](=O)(O)O)cc1	3%[9.22 µM]	0%[11.5 µM]	-0.7%[15.4 µM]	4%[11.4 µM]	i	3%[9.17 µM]
8	CCOc1cc(C=O)ccc1O	·	-1%	-2.9%	7%	·	·

nr	USP2a inhib	4MU fluor	A350 fluor	Casp7 inh	BRCT PPI red
1	·	·	·	1%	0.6%
2	-10%[17.1 µM]	i	i	-2%[25.7 µM]	0.5%[34.4 µM]
3	1%	i	i	1%	-0.8%
4	·	·	·	3%	0.6%
5	·	·	·	-2%&1%	0.5%&-0.4%
6	·	i	i	3%[11.5 µM]	-3.0%[15.4 µM]
7	·	i	i	-5%[11.5 µM]	-0.7%[15.4 µM]
8	·	·	·	0%	0.4%

(continued)
nr	SMILES	Epigenetic mod	Casp1 inh	BRCT inh green	HEK293 cAMP ctrl	Fluorescein autfl	Ub-GFP proteasome
9	COc1ccccc1-n1c(O)c(C=NCc2ccc3c(c2)OCO3)c(=O)[nH]c1=O	0%	1%	0.4%	?	i	0%
10	C[C@@H](N)Cc1cnc[nH]1	0%	-2%	-0.6%	-2%	·	7%
11	N#CSCSC#N	·	3%	-2.2%	-14%	·	·
12	CC(=O)OC1C2C(OC(=O)Cc3ccccc3)C(C)CC2(OC(C)=O)C(=O)/C(C)=C/C2C(CC[C@@]13CO3)C2(C)C (some centres not stated)	·	-1%	-0.6%[3.08 µM]	·	·	·
13	Oc1cc2c(cc1O)[C@H]1c3ccccc3CN[C@H]1CC2	0%	1%	-0.5%	0%	·	-6%
14	COC(=O)C(C)Oc1cc(C)cc2oc(=O)c3c(c12)CCCC3 (configuration not stated)	0%	0%	4.3%	19%	?	3%
15	CN1C[C@H](CO)C=C2c3cccc4[nH]cc(c34)C[C@@H]21	1%[20.6 µM]	-6%[25.7 µM]	-7.3%[34.4 µM]	-9%[25.6 µM]	2.7e-08M*	2%[20.5 µM]
16	CCCCCC[C@H]1C(=O)O[C@H](C)[C@H](NC(=O)c2cccc(NC=O)c2O)C(=O)O[C@@H](C)[C@H]1OC(=O)CC(C)C	-2%[20.6 µM]	-5%[25.7 µM]	3.3%[34.4 µM]	?	i	3%[20.5 µM]

nr	USP2a inhib	4MU fluor	A350 fluor	Casp7 inh	BRCT PPI red
9	2%	i	?	1%	-1.9%
10	·	·	·	2%	-4.7%
11	·	·	·	1%	-1.1%
12	-5%	·	·	2%	0.0%
13	·	·	·	-1%	0.6%
14	-9%	i	i	1%	-0.9%
15	-3%[17.1 µM]	4.3e-08M*	3.9e-08M*	-13%[25.7 µM]	-0.3%[34.4 µM]
16	27%[17.1 µM]	4.1e-08M*	3.4e-08M*	-2%[25.7 µM]	-1.0%[34.4 µM]

(cont.)
nr	SMILES	Epigenetic mod	Casp1 inh	BRCT inh green	HEK293 cAMP ctrl	Fluorescein autfl	Ub-GFP proteasome
17	O=C(NCc1cccnc1)NC1CCCCC1	-2%	0%	-1.7%	7%	i	1%
18	CC1N(O)C2CCCCCC2N1O (configuration not stated)	0%	-2%	-2.5%	0%	?	-1%
19	CCCCN(CC)c1c([N+](=O)[O-])cc(C(F)(F)F)cc1[N+](=O)[O-]	·	1%	-0.5%	·	·	·
20	O=C(NC1CC1)C1CSC(c2cccnc2)=N1 (configuration not stated)	-7%	2%	-2.5%	13%	i	3%
21	COc1ccc(OC)c(C(O)C(C)N)c1 (configuration not stated)	12%[20.6 µM]	0%	-0.6%[3.08 µM]	·	i	·
22	c1cc(CCN2CCCCC2)ccn1	7%[9.22 µM]	2%[11.5 µM]	1.2%[15.4 µM]	2%[11.4 µM]	?	1%[9.17 µM]
23	CCn1cc(C(=O)O)c(=O)c2ccc(Cc3ccccc3)nc21	-1%	·	·	?	?	6%
24	O=C(NCC(c1cccnc1)N1CCN(c2ccccc2F)CC1)Oc1ccccc1 (configuration not stated)	1%	1%	0.7%	30%	i	-4%

nr	USP2a inhib	4MU fluor	A350 fluor	Casp7 inh	BRCT PPI red
17	2%	i	i	1%	0.4%
18	-11%	?	?	2%	-0.7%
19	-10%	·	·	2%	2.1%
20	-3%	i	i	-3%	0.2%
21	-6%	i	i	1%	-2.3%
22	·	i	i	0%[11.5 µM]	1.9%[15.4 µM]
23	·	i	i	·	·
24	40%[activator]	i	i	-1%	0.4%

Later entries:
nr	SMILES	Epigenetic mod	Casp1 inh	BRCT inh green	HEK293 cAMP ctrl	Fluorescein autfl	Ub-GFP proteasome
25	O=C1C2CCCN2C(c2cccs2)N1c1ccccn1 (configuration not stated)	1%	-1%	-2.6%	1%	i	-7%
26	CCc1ccc(OCCCN=C(C)c2c(O)n(C)c(=O)n(C)c2=O)cc1	7%	-5%	1.7%	?	·	-1%
27	COCc1cc(C2SCC(=O)Nc3c2c(=O)[nH]n3C(C)C)ccc1OC (configuration not stated)	3%	1%	0.8%	2%	i	1%
28	Cc1ccccc1-n1c(O)c(C=Nc2ccc3c(c2)OCO3)c(=O)[nH]c1=O	-5%	-9%	-1.7%	0%	·	3%
29	O=C1NO[C@H]2[C@@H]1CN[C@@H]2C(=O)O	·	-1%	-0.4%	1%	·	·
30	CCCc1[nH]nc2c1C(c1cc(OC)cc(OC)c1)C(C#N)=C(N)O2 (configuration not stated)	-3%	5%	-0.7%	?	?	-3%
31	CC1=CC(=O)C2=C(C)CC(O)C3C(C)C(=O)OC3C12 (configuration not stated)	0%	-1%	-0.6%	-3%	i	1%
32	O=C(O)C(Oc1nc(=S)[nH]c(=S)[nH]1)(c1ccc(Cl)cc1)c1ccc(Cl)cc1	-1%[9.22 µM]	1%[11.5 µM]	-0.7%[15.4 µM]	-7%[11.4 µM]	i	-2%[9.17 µM]

nr	USP2a inhib	4MU fluor	A350 fluor	Casp7 inh	BRCT PPI red
25	-3%	i	i	1%	-0.9%
26	50%[activator]	·	·	-2%	-0.2%
27	-2%	i	i	4%	1.6%
28	28%	·	·	-8%	-0.4%
29	·	·	·	1%	-0.3%
30	5%	i	i	-1%	-0.1%
31	-2%	i	i	3%	-1.6%
32	·	i	i	-1%[11.5 µM]	-0.9%[15.4 µM]

More compounds follow.
nr	SMILES	Epigenetic mod	Casp1 inh	BRCT inh green	HEK293 cAMP ctrl	Fluorescein autfl	Ub-GFP proteasome
33	CCOC(=O)C1=C(N)Oc2cc(C)oc(=O)c2C12C(=O)N1c3c(cc(OC)cc32)C(C)=CC1(C)C (configuration not stated)	9%	1%	0.1%	-3%	i	-2%
34	C=C[C@@H]1CN2CC[C@H]1C[C@H]2[C@@H](O)c1ccnc2ccccc12	-1%[9.22 µM]	·	·	?	i	3%
35	O=C(Cc1ccccc1)N1CCN(C2CCCC2)CC1	-3%	-2%	-5.5%	9%	?	5%
36	CN1CCN(C(=O)OC2c3nccnc3C(=O)N2c2ccc(Cl)cn2)CC1 (configuration not stated)	0%	1%	-1.0%	2%	?	3%
37	CC(C)(C)NCC(O)c1ccccc1Cl (configuration not stated)	·	1%	-1.3%[3.08 µM]	·	·	·
38	O=C(c1cnccn1)N1CCC2(CC1)CN(Cc1ccncc1)C2	0%[9.22 µM]	-1%	-2.1%	8%	i	-15%

nr	USP2a inhib	4MU fluor	A350 fluor	Casp7 inh	BRCT PPI red
33	25%	i	i	-1%	0.5%
34	·	i	i	·	·
35	1%	i	i	0%	0.4%
36	-2%	i	i	0%	0.5%
37	-17%	·	·	0%	-2.1%
38	4%	i	i	0%	-0.9%

Profiles from above. Screens in order: Epigenetic mod, Casp1 inh, BRCT inh green, HEK293 cAMP ctrl, Fluorescein autfl, Ub-GFP proteasome, USP2a inhib, 4MU fluor, A350 fluor, Casp7 inh, BRCT PPI red
Record of CCOC(=O)C1=C(N)Oc2cc(C)oc(=O)c2C12C(=O)N1c3c(cc(OC)cc32)C(C)=CC1(C)C (configuration not stated) → 9%, 1%, 0.1%, -3%, i, -2%, 25%, i, i, -1%, 0.5%
Record of CN1CCN(C(=O)OC2c3nccnc3C(=O)N2c2ccc(Cl)cn2)CC1 (configuration not stated) → 0%, 1%, -1.0%, 2%, ?, 3%, -2%, i, i, 0%, 0.5%
